N370S GC mod = qHTS Assay for Inhibitors and Activators of N370S glucocerebrosidase as a Potential Chaperone Treatment of Gaucher Disease; N370S GC spleen homogenate, 4MU-glucoside fluorescence; Potency, µM (highest dose often 59.4 µM), for the others: at the top dose activity change, negative = inhibition, hits mostly inhibitors; 0.092% of 330,000 active;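 also: 0% = full enzyme activity and -100% = no enzyme basal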
TDP1 inh = qHTS Assay for Inhibitors of Tyrosyl-DNA Phosphodiesterase (TDP1). recombinant TDP1, AlphaScreen DNA substrate cleavage. Potency, µM (series often up to 130 µM), inactives show top-dose activity change, negative = inhibition, usual class: inhibitors. AID 485290, 2010. 0.28% of 350,000 active; also: nearly all actives have a fitted effect of over 40% in size
Target sequence (Q9NUW8 whole entry, looked up): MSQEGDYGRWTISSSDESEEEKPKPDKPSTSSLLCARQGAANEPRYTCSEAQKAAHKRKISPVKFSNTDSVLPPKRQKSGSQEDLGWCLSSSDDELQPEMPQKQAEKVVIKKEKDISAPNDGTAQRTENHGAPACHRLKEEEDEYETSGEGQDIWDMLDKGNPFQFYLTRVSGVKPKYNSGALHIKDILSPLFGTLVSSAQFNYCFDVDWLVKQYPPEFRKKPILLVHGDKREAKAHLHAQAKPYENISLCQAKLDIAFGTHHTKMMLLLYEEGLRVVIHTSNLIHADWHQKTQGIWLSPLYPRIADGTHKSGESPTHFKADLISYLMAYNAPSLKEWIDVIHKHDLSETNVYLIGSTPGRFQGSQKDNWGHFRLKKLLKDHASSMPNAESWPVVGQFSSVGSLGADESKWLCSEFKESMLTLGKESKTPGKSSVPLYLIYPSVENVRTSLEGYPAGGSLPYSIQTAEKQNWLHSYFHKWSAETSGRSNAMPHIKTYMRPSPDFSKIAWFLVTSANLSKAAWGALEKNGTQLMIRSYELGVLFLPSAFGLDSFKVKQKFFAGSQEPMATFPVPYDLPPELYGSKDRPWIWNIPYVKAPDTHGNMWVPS
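Recombinant human Tdp1 (E. coli-expressed, 1 nM final) preincubated with compounds 15 min at room temperature, then 5'-biotin/3'-phosphotyrosine-FITC DNA substrate (15 nM final) added for 5 min. AlphaScreen beads (10 ug/ml final) added 10 min; cleavage lowers signal.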
FEN1 inhibitor = qHTS Assay for the Inhibitors of Human Flap endonuclease 1 (FEN1); AID 588795, 2011; Potency, µM (series often up to 114 µM), for inactives: at the highest dose activity change, negative = inhibition, actives largely listed as inhibitors; 0.35% of 390,000 active; Recombinant FEN1 flap cleavage, fluorescence, 15 min; also: nearly all actives have a fitted effect of over 65% in size
Target sequence (P39748 whole entry, looked up): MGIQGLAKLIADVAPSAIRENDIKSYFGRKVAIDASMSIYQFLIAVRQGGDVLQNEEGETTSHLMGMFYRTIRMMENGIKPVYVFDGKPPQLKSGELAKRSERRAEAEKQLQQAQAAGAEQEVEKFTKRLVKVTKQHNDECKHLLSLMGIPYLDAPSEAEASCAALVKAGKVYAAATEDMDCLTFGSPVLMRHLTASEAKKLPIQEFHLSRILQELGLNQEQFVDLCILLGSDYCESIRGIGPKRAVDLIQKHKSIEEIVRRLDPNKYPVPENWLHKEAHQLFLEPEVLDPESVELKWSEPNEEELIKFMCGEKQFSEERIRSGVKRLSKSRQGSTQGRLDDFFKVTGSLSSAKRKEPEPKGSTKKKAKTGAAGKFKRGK
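Read-out was taken twice, immediately and after 15 min, following addition of 50 nM substrate to 10 nM FEN1 that had sat with test compound for 15 min at room temperature. Curves came from a four-parameter Hill model.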
An asterisk follows results filed as active; ? = inconclusive; . = not tested or not shown; & = joins results of further samples; [ ] = dose if it differs, or a comment. Calls follow the shape of the dose curve; as a rule, active = well fitted curve in the direction sought with a large enough effect; inconclusive = small, poorly fitted or top-dose-only effect, or another doubt; inactive = no such curve, though single readings can be large; an effect the other way counts as inactive or inconclusive. Unless noted, % is scaled to controls: 0 for no effect and ±100 for the full control effect; potency is read from the fitted curve at half-maximal effect.

Sample of the layout, 20 compounds:
N370S GC mod | TDP1 inh | FEN1 inhibitor | Molecule
. | -2%[56.1 µM] | 37%[activator] | CC(C)C(NC(=O)c1cccc(S(=O)(=O)N2CCOCC2)c1)C(=O)NCc1ccc(Cl)cc1 (stereo not given)
. | 0% | -3% | NC(=O)CSc1nc2cc(S(=O)(=O)N3CCOCC3)ccc2o1
-20% | . | -10% | COC(=O)c1ccccc1NC(=O)CN1CCCCCC1
. | -1% | 2% | Cc1ccc(CONC(=O)c2ccc(Cl)cc2)cc1
14% | 7% | 9% | COc1ccccc1NC(=O)CSC(N)=O
0% | -7% | -6% | COc1ccc(/C(O)=C2/C(=O)C(=O)N(Cc3cccnc3)C2c2ccncc2)cc1F (stereo not given)
-1% | 3% | 0% | Cc1ccc(-c2c(C#N)c(N)nc3c2CCCC3)s1
1% | . | ? | CC(=O)NC1C(=O)N(CCN2CCOCC2)c2ccc(C)cc21 (stereo not given)
5% | 2% | 4% | COc1ccccc1Nc1nc(N)nc(-c2oc3ccccc3c2C)n1
-3% | 0% | -15% | O=C(O)c1cccc(CSc2ncccn2)c1
-2% | 9% | 21% | CCOc1cc(CNc2ncnc3nc[nH]c23)ccc1OC
4% | 3% | 2% | O=C(NCc1cccnc1)c1cc2nc(-c3cccs3)cc(C(F)(F)Cl)n2n1
0% | 1% | -5% | Cc1nc(C(=O)N2CCCC(C(=O)c3ccc(Cl)cc3)C2)cs1 (stereo not given)
. | 3%[12.3 µM] | 2% | CC(=O)Nc1cccc(NC(=O)Cn2cnc3c2c(=O)n(C)c(=O)n3C)c1
-23% | 2% | 4% | CCOc1ccc2nc(NC(=O)Cn3cnc4c3c(=O)n(C)c(=O)n4C)sc2c1
9% | 8% | -8% | O=C(NC1CCCC1)C(c1ccsc1)N(Cc1ccco1)C(=O)Cc1cccs1 (stereo not given)
0% | 2% | -13% | c1ccc(COc2cccc(CNn3cnnc3)c2)cc1
. | 0% | 0% | COc1ccccc1C(=O)NCCC(=O)NC1CCC(C)CC1 (stereo not given)
-2% | 6% | -14% | CCn1ncc(/C=N/NC(=O)c2ccc3c(c2)OCO3)c1C
-15% | . | 1% | COc1ccc(C(CC(=O)O)NS(=O)(=O)c2ccc3c(c2)NC(=O)CO3)cc1 (stereo not given)

The list itself, from the start:
N370S GC mod | TDP1 inh | FEN1 inhibitor | Molecule
. | -2%[56.1 µM] | 37%[activator] | CC(C)C(NC(=O)c1cccc(S(=O)(=O)N2CCOCC2)c1)C(=O)NCc1ccc(Cl)cc1 (stereo not given)
. | 0% | -3% | NC(=O)CSc1nc2cc(S(=O)(=O)N3CCOCC3)ccc2o1
-20% | . | -10% | COC(=O)c1ccccc1NC(=O)CN1CCCCCC1
. | -1% | 2% | Cc1ccc(CONC(=O)c2ccc(Cl)cc2)cc1
14% | 7% | 9% | COc1ccccc1NC(=O)CSC(N)=O
0% | -7% | -6% | COc1ccc(/C(O)=C2/C(=O)C(=O)N(Cc3cccnc3)C2c2ccncc2)cc1F (stereo not given)
-1% | 3% | 0% | Cc1ccc(-c2c(C#N)c(N)nc3c2CCCC3)s1
1% | . | ? | CC(=O)NC1C(=O)N(CCN2CCOCC2)c2ccc(C)cc21 (stereo not given)
5% | 2% | 4% | COc1ccccc1Nc1nc(N)nc(-c2oc3ccccc3c2C)n1
-3% | 0% | -15% | O=C(O)c1cccc(CSc2ncccn2)c1
-2% | 9% | 21% | CCOc1cc(CNc2ncnc3nc[nH]c23)ccc1OC
4% | 3% | 2% | O=C(NCc1cccnc1)c1cc2nc(-c3cccs3)cc(C(F)(F)Cl)n2n1
0% | 1% | -5% | Cc1nc(C(=O)N2CCCC(C(=O)c3ccc(Cl)cc3)C2)cs1 (stereo not given)
. | 3%[12.3 µM] | 2% | CC(=O)Nc1cccc(NC(=O)Cn2cnc3c2c(=O)n(C)c(=O)n3C)c1
-23% | 2% | 4% | CCOc1ccc2nc(NC(=O)Cn3cnc4c3c(=O)n(C)c(=O)n4C)sc2c1
9% | 8% | -8% | O=C(NC1CCCC1)C(c1ccsc1)N(Cc1ccco1)C(=O)Cc1cccs1 (stereo not given)
0% | 2% | -13% | c1ccc(COc2cccc(CNn3cnnc3)c2)cc1
. | 0% | 0% | COc1ccccc1C(=O)NCCC(=O)NC1CCC(C)CC1 (stereo not given)
-2% | 6% | -14% | CCn1ncc(/C=N/NC(=O)c2ccc3c(c2)OCO3)c1C
-15% | . | 1% | COc1ccc(C(CC(=O)O)NS(=O)(=O)c2ccc3c(c2)NC(=O)CO3)cc1 (stereo not given)
. | 4% | -8% | C[C@H]1CN([C@@H](C)CO)C(=O)c2cc(NC(=O)C3CCCCC3)ccc2O[C@H]1CN(C)C(=O)Nc1ccc2c(c1)OCO2
2% | 8% | 23% | CCOC(=O)N1CCC(N2C(=O)c3ccc(C(=O)NCc4ccc(F)cc4)cc3C2=O)CC1
16% | 0% | 3% | CCOc1ccc(Oc2ccccc2NC(=O)C2=COCCO2)cc1
-2% | 5% | 3% | Cc1cc(=O)[nH]c(SCC(=O)Nc2ccc(S(=O)(=O)N3CCCCC3)cc2)n1
8% | 1% | -9% | O=C(CSC1=NCCS1)N1CCN(c2ccc(Cl)cc2)CC1
11% | 2% | -3% | CCCCNC(=O)COC(=O)c1ccc(SC)cc1OC
-4% | 1% | 12% | O=C(COC(=O)Cc1cccc(C(F)(F)F)c1)NC1CC1
-12% | -11% | 5% | CCCC1NC(C(=O)O)Cc2c1[nH]c1ccccc21 (stereo not given)
2% | 0% | -13% | CCOC(=O)N1CCC(NC(=O)CNS(=O)(=O)c2ccc(Br)s2)CC1
-2% | 2% | 9% | O=C(NCc1cccnc1)Nc1cccc([N+](=O)[O-])c1
-8% | . | -3% | Nc1ccc(N=Nc2ccccc2Cl)c(N)n1
. | -4% | -2% | CCCCCOC(=O)c1ccc(OC(=O)c2sc3ncn(Cc4cccc(F)c4)c(=O)c3c2C)cc1
-3% | -13% | 10% | O=c1[nH]c(=O)c2nnc(N/N=C\c3ccc(O)cc3)nc2[nH]1
-8% | -16% | -21% | O=C(COc1ccc(Cl)cc1Br)NC(=O)NC1CCCC1
-11% | 4% | 15% | O=C(c1ccc(=O)[nH]c1)N1CCN(S(=O)(=O)c2ccc(Cl)cc2)CC1
24% | -4% | 6% | CN(C)C(=O)CN(c1ccc2c(c1)OCO2)S(C)(=O)=O
0% | 4% | 2% | COc1ccc(C(C)=O)cc1COc1ccc(Cl)cc1Cl
8% | 2% | 5% | CC(=O)Nc1ccccc1OCC(=O)NC(C)c1ccccc1 (stereo not given)
15% | 1% | 5% | CCn1c(=O)cc(OCC(=O)N(C)C2CCCCC2)c2ccccc21
6% | 1% | -3% | CN(CC(=O)Nc1cccc(F)c1)C(=O)CC1CC2CCC1C2 (stereo not given)
0% | 3% | 0% | CCN1CCN(C(=O)C2CCCN(S(=O)(=O)c3ccc(OC)c(OC)c3)C2)CC1 (stereo not given)
-19% | -10% | -7% | COc1ccc(-n2nc(C(=O)NCC(=O)N3CCCCCC3)c3ccccc3c2=O)cc1
-3% | -5% | 5% | Cc1cccc(CSc2ccc3nnc(-c4ccccn4)n3n2)c1
-25% | 8%&3% | -6%&0% | COc1ccc(-c2cc(C)no2)cc1S(=O)(=O)N1CCN(c2ccccc2F)CC1
-21% | 2% | 17% | COc1ccc(N(CC(=O)NCc2ccncc2)S(=O)(=O)c2ccccc2[N+](=O)[O-])c(OC)c1
. | 0%[12.3 µM] | -8% | N#Cc1c(-n2ncnc2-c2ccccc2Cl)sc2c1CCCCC2
6% | 11%[56.1 µM] | . | CC(=O)OC1CCC2(O)CC1(C)CCC1C2CC1(C)C (stereo not given)
0% | 10% | 6% | COc1ccc(OC)c(S(=O)(=O)N2CCCC(C(=O)NCc3cccnc3)C2)c1 (stereo not given)
-6%&-3% | 12%&7% | . | COc1cccc2oc(-c3ccccc3)cc(=O)c12
-23% | 4% | -10% | CC(C)CCNC(=O)C1CCN(S(=O)(=O)c2ccc3nc4c(c(C(=O)O)c3c2)CCCCC4)CC1

Further entries follow.
N370S GC mod | TDP1 inh | FEN1 inhibitor | Molecule
5% | -3%[56.1 µM] | -3% | Cc1cc(N2C(=O)CC(C(C)c3ccccc3)C2=O)no1 (stereo not given)
. | -3% | -18% | O=C(NCCCc1nc2ccccc2n1Cc1ccc(Cl)cc1)C1CCCCC1
-23% | 1% | -13% | CCN1CCN(S(=O)(=O)c2c(C)cc(C)cc2C)CC1
21% | 5%&-4% | -6%&-3% | CCOC(=O)c1cn(CC(=O)Nc2cccc(Cl)c2C)nn1
-5% | 6% | 5% | CCCn1c(SCC(=O)c2ccc3c(c2)OCCO3)nnc1-c1ccco1
-2% | -1% | 12% | O=S(=O)(NCCc1ccccc1)c1ccc(S(=O)(=O)N2CCCCC2)cc1
0% | 0% | 0% | CCN(CC)S(=O)(=O)c1ccc(Cl)c(NC(=O)COc2ccc3c(C)cc(=O)oc3c2)c1
-13% | 9% | 2% | O=C(CCN1C(=O)/C(=C/c2ccccc2F)SC1=S)NCCCn1ccnc1
-1% | 5% | 7% | COc1ccc(N2CCN(C(=O)Cn3nnc(-c4ccc(N(C)C)cc4)n3)CC2)cc1
3% | 11% | -16% | CCOc1ccc(CNc2ccc(N3CCCC3)cc2)cc1
0% | 3% | 7% | Nc1c(-c2ccccc2)c(CN2CCOCC2)nn1-c1cccc([N+](=O)[O-])c1
-9% | -4% | 2% | COC(=O)C1=C(N)OC2=C(C(=O)CC(C)(C)C2)C1c1cccs1 (stereo not given)
3% | 7% | 6% | O=C(c1ccccc1NS(=O)(=O)c1ccc(Br)s1)N1CCOCC1
3% | 0% | 1% | CCCC(=O)Nc1ccc(N2CCOCC2)cc1
. | 5% | 5% | CCOCCc1nn2c(=O)cc(COC(=O)COc3ccccc3Cl)nc2s1
-1% | 3% | 7% | CC(/C=N/NC(=O)c1ccc(CN2c3cccc4cccc(c34)S2(=O)=O)cc1)c1ccccc1 (stereo not given)
2% | 3% | -13% | CCOC(=O)C1(CCc2ccccc2)CCN(C(=O)c2occc2C)CC1
3% | 5% | 10% | Cc1cc(C)c2cc(CN(CCN(C)C)C(=O)Nc3ccccc3Cl)c(=O)[nH]c2c1
5% | -3% | -4% | CCc1cccc(CC)c1NC(=O)COC(=O)/C(C#N)=C/c1ccc(OC)cc1
-16% | . | 3% | Cn1cc(-c2ccccc2C(=O)O)c(=O)c2cc(Cl)ccc21
3% | 7% | 2% | Cc1ccccc1NC(=O)c1ccc2c(c1)OCCO2
2% | -1% | -3% | NC(=O)CSc1nnc(C2CC2)n1-c1ccccc1
5% | 5% | -1% | S=C(NCc1ccccc1)NCc1ccc2c(c1)OCO2
. | 1% | 4% | COc1ccccc1CN(C)C(=O)c1ccccc1SCC(=O)N1CCCC1
. | 5% | -21% | Cc1ccc(CSc2ncc(Cl)c(C(=O)NCCc3ccc(S(N)(=O)=O)cc3)n2)cc1
20% | 8% | -24% | COCCn1c(C)cc(C(=O)CSc2nc3ccccc3c(=O)n2C(C)COC)c1C (stereo not given)
14% | 9% | . | CCC/C=C(\CCC)C(NC(=O)c1cccs1)c1ccc(C(F)(F)F)cc1 (stereo not given)
? | 2% | 22% | COc1ccc(-c2cc3c(=O)n(CC(=O)NCCCN4CCC(N5CCCCC5)CC4)ncn3n2)cc1
-17% | -1% | 5% | CCN1C(=O)[C@H]2[C@@H](c3ccc(C)cc3)N3C(=O)N(c4cccc(Cl)c4)C(=O)[C@@]3(Cc3ccccc3)[C@H]2C1=O
. | -3% | 10% | O=C(Cn1cc(SCc2c(F)cccc2Cl)c2ccccc21)N1CCCCC1
-14% | 0% | -9% | CCOC(=O)N1CCN(S(=O)(=O)N2CCCC(C(=O)NCCCN3CCC(C)CC3)C2)CC1 (stereo not given)
12% | -2% | 1% | COc1cccc(/C=N/NC(=O)CN2C(=O)NC3NC(=O)NC32)c1 (stereo not given)
-3% | 3% | -2% | Cc1cccc(NC(=S)N2CCN(Cc3ccc4c(c3)OCO4)CC2)c1C
-5% | . | -1% | O=S(=O)(c1cccc2nsnc12)N1CCN(Cc2ccccc2)CC1
2% | 3% | -4% | CC(C)(C)c1nc(SCC(=O)N2CCCC2)c2ccccc2n1
-2% | 7% | -1% | CC(C)(C)c1ccc(-c2nc3cc(N)ccc3o2)cc1
-20% | . | -11% | COc1cccc(CNc2ncc(C(=O)Nc3cc(OC)c(OC)c(OC)c3)c(C)n2)c1
10% | -2% | 6% | CCOC(=O)Cc1csc(/C(=N/O)C(N)=O)n1
-12% | ? | -8% | Cn1c2ccccc2c2cc(C(=O)NNC(=O)CCl)sc21
17% | 5% | -5% | CN(C(=O)C1CCCN(c2ncnc3c2nc2n3CCCCC2)C1)c1cccc(Cl)c1 (stereo not given)
. | 11% | 1% | O=C(CSc1nc2c(c(=O)[nH]1)CN(Cc1ccc3c(c1)OCO3)CC2)Nc1ccccc1Cl
. | -8% | -9% | Cc1ccccc1OC(=O)c1cc(-c2ccc3c(c2)OCCO3)on1
-2% | -1% | -14% | O=C(CN1CCN(S(=O)(=O)c2ccccc2)CC1)NC(=O)NCc1ccco1

High-throughput results from PubChem.
